Screening results from PubChem BioAssay.
PG9 binder: small molecules binding HIV-1 gp120 antibody PG9; TR-FRET gp120-PG9 antibody binding; inhibition, % at 6.7 µM; actives 0.43% (n = 360,000); AID 624416; in the data active = inhibition above about 8.5%
TDP2 inh: TDP2 (human) inhibition, absorbance primary screen. recombinant TDP2, T5PNP hydrolysis, p-nitrophenol absorbance 415 nm. actives 0.34% (n = 370,000). inhibition, % at 12.8 µM;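 active = inhibition above the mean of all tested compounds plus 3 SD, set per campaign, cut at about 25% in these data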;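 note: 0% = DMSO with enzyme and 100% = buffer with substrate but no TDP2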
Target sequence (O95551 whole entry, looked up): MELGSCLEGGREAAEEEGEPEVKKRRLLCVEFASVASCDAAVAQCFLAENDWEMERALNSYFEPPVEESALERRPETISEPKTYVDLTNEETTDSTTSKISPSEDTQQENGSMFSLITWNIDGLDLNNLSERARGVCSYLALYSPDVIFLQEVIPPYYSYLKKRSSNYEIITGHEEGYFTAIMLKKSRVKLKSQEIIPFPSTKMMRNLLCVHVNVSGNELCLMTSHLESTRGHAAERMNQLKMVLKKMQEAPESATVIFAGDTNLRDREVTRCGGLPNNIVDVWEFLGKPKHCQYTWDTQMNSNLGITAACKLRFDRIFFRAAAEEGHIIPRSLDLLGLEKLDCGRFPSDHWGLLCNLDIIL
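Test system: human TDP2 enzyme; Input: 120 nM TDP2 per well; Buffer or medium: Mg2+-containing Tris-HCl buffer, pH 7.5; Reagent: 5 mM T5PNP; Dosing: 12.8 µM single point, 1% DMSO; Incubation: reaction 2 h, 37 °C; Detection: p-Nitrophenol epi absorbance; Read-out: % inhibition relative to enzyme-containing and enzyme-free wells; Replicates: single well per compound.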
LEDGF integ inh: blocks HIV-1 LEDGF/p75-dependent DNA integration; TR-FRET IN-LEDGF/p75 DNA integration, Eu/Cy5; inhibition, % at 3.7 µM; actives 0.64% (n = 370,000);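 active = inhibition above the screen-wide mean plus 3 SD, cut at about 13% in these data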;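 note: signal is the Cy5 over europium emission ratio at 671 and 618 nm; 0% = plate median of compound wells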
SIAE primary: inhibitors of human sialic acid acetylesterase SIAE; SIAE FP-Rh probe binding, fluorescence polarization; Q9HAT2; actives 0.69% (n = 370,000); inhibition, % at 9.66 µM; AID 1053197;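 active = inhibition above a cutoff: mean of compounds within the control limits plus 3 SD of those, cut at about 17% in these data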;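 note: 0% = plate median of compound wells and 100% = probe without SIAE protein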
ABHD4 inh: ABHD4 (mouse) inhibition, primary FP screen; Q8VD66; purified mABHD4, FP-Rh probe fluorescence polarization; inhibition, % at 8.92 µM; actives 0.54% (n = 370,000); AID 720543;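 active = inhibition exceeding the mean over every tested compound plus 3 SD, cut at about 30% in these data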;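 note: 0% = plate median of compound wells and 100% = S159A mutant with DMSO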
Target sequence (Q8VD66 whole entry, looked up): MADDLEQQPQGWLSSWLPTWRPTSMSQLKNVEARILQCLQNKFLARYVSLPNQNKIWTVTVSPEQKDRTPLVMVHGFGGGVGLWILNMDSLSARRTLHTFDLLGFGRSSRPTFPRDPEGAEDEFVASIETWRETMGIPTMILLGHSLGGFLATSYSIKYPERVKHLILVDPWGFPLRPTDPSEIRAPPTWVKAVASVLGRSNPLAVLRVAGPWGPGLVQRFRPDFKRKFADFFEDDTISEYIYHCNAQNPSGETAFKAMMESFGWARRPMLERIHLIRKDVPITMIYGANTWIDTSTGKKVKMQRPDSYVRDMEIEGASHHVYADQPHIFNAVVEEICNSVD
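Assay system: mABHD4 protein; medium: HEPES pH 7.0, NaCl, Pluronic buffer; dosing: 8.92 µM, single dose; schedule: 45 min + 60 min at 25 °C; signal: FP readout, ex 525 nm / em 598 nm; read-out: normalized percent inhibition of probe labeling; repeats: single replicate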
NR1D1 modulator: Rev-erb alpha (human) modulation; P20393; Rev-erbα–FITC-DNA binding, fluorescence polarization, 90 min; activity, % at 10 µM; actives 0.79% (n = 370,000); AID 1259318;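 active = activity above about 14%, limit read from the data; passing the limit was not always enough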;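 note: 0% = DMSO wells with 35 nM protein and 100% = DMSO wells with 750 nM protein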
rCAG RNA binder: r(CAG) repeat RNA binding. TO-PRO-1 dye displacement fluorescence. inhibition, % at 3 µM. actives 1.3% (n = 370,000);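 active = inhibition above the plate cutoff, the mean of all test compounds on that plate plus 3 SD, cut at about 35% in these data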;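 note: 0% = DMSO alone and 100% = 100 µM mitoxantrone as full dye displacement; higher means more dye released from RNA so lower well fluorescence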
HTRA1 inh: HTRA1 (human) protease inhibition; actives 0.5% (n = 340,000); recombinant HTRA1, FP-rhodamine activity-based probe, fluorescence polarization; Q92743; inhibition, % at 5.96 µM; in the data active = inhibition above about 36%;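 note: 0% = enzyme with DMSO and 100% = wells lacking enzyme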
PRMT1 FP inh: inhibitors of human PRMT1; Q99873; recombinant PRMT1, activity-based probe fluorescence polarization; inhibition, % at 2.79 µM; actives 1.3% (n = 370,000); AID 652257;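 active = inhibition above about 21% made by adding two undisclosed values, limit read from the data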
TCR-CD3 inh: human TCR-CD3 binding inhibition | TAMRA-labeled TCR probe fluorescence, biochemical | inhibition, % at 9.4 µM | actives 0.37% (n = 360,000); in the data active = inhibition above about 19%;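 note: recombinant mutant TCR 2C K166C tagged with TAMRA read by polarization; 0% = receptor in buffer alone and 100% = receptor with positive control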
Numbers without * were called inactive; . = not tested or not shown.

Preview (two entries):
Values run as follows: PG9 binder	TDP2 inh	LEDGF integ inh	SIAE primary	ABHD4 inh	NR1D1 modulator	rCAG RNA binder	HTRA1 inh	PRMT1 FP inh	TCR-CD3 inh
- Brc1ccc(CN2CC[C@H]3C=CCc4cccc(c43)C2)cc1
  -1.5	-6	1	2	-4	8	6	0	-1	3
- O=C(CSc1nnc(Cc2ccccc2)o1)Nc1cccc(F)c1
  -0.4	9	-2	2	2	5	-5	6	1	-7

Results, previewed entries included:
Values run as follows: PG9 binder	TDP2 inh	LEDGF integ inh	SIAE primary	ABHD4 inh	NR1D1 modulator	rCAG RNA binder	HTRA1 inh	PRMT1 FP inh	TCR-CD3 inh
- Brc1ccc(CN2CC[C@H]3C=CCc4cccc(c43)C2)cc1
  -1.5	-6	1	2	-4	8	6	0	-1	3
- O=C(CSc1nnc(Cc2ccccc2)o1)Nc1cccc(F)c1
  -0.4	9	-2	2	2	5	-5	6	1	-7
- CCCC(=O)Nc1ccc(OCC(=O)OC)cc1
  -1.2	-1	2	3	6	0	-2	8	-1	-2
- CC(C)CN(C(=O)COC(=O)c1ccc2c(c1)OCCO2)c1c(N)n(Cc2ccccc2)c(=O)[nH]c1=O
  -2.7	-10	0	-5	1	0	-1	-5	0	-3
- CN(C)c1ccc(C2CC(c3cccc(NS(C)(=O)=O)c3)=NN2C(=O)c2ccccc2)cc1 (stereo not given)
  0.7	6	-2	3	-1	-3	9	-1	-2	0
- COc1ccc(OC)c(Nc2nc(N(C)c3ccccc3)nc(N)c2[N+](=O)[O-])c1
  -2.3	9	3	16	4	0	21	-7	2	8
- CCOC(=O)C(C(=O)OCC)C1N=C(N)N=C2Oc3ccccc3N21 (stereo not given)
  -1.4	5	-2	-6	3	-3	4	4	-1	3
- COc1ccc(CNC(=O)C2CCN(S(=O)(=O)N3CCCC3)CC2)c(OC)c1
  -0.3	-3	1	10	-4	5	-7	1	-1	-7
- S=C(NCCc1ccccc1)N/N=C/c1cccs1
  -0.7	-23	-4	-2	-10	13	0	.	17	-8
- O=C(CSc1ccncc1)Nc1ccc2ccccc2c1
  0.0	-7	2	-15	-29	-3	4	-12	2	2
- Cc1ccc(C)c(N2CN(Cc3cccnc3)CNC2=S)c1
  0.1	4	2	-2	-1	2	-6	4	2	-5
- COc1ccccc1N(CCC#N)C(=O)COC(=O)CCC(=O)c1ccc(F)cc1
  0.9	-8	-3	-9	3	-5	2	0	2	3
- CC(C)CCNC(=S)NC1CCCC1
  -0.1	8	0	-1	-2	-3	-1	6	-1	3
- COc1ccc(-c2cc3nc(C)c(C)c(N4CCN(C(=O)c5ccoc5)CC4)n3n2)cc1
  -0.1	-1	-6	-5	9	2	6	-9	1	2
- Cc1nccn1CCCN1C(=O)OC2(CCCCC2)C1(C)O (stereo not given)
  -1.0	-1	-1	1	-1	-6	-2	-1	1	3

The list goes on:
Values run as follows: PG9 binder	TDP2 inh	LEDGF integ inh	SIAE primary	ABHD4 inh	NR1D1 modulator	rCAG RNA binder	HTRA1 inh	PRMT1 FP inh	TCR-CD3 inh
- Cc1ccccc1Cn1c2ccccc2c2cn[nH]c(=O)c21
  1.5	-9	3	-12	-1	6	8	-13	-3	8
- O=C(Nc1ccccc1OC(F)F)c1ccc(Br)o1
  1.1	-1	1	-6	-2	4	-3	-3	-1	2
- CNc1nc(SC)nc(N(C#N)CC(=O)OC)n1
  -1.7	-4	-1	2	2	-1	0	-3	0	6
- CSc1ncc2c(n1)-c1cc(C)ccc1SC2
  -1.7	-1	1	0	-9	15	3	-13	-1	4
- O=C(COc1ccc(Br)cc1Cl)NC(=S)N1CCc2ccccc21
  -2.1	-6	5	9	-1	1	5	-3	0	1
- CCSc1ccccc1C(=O)NCCCn1ccnc1
  1.9	5	-3	-2	-1	1	1	10	5	1
- O=C(Nc1ccc(Cl)cc1)c1cc(S(=O)(=O)N2CCCCC2)ccc1N1CCOCC1
  -1.1	10	-1	-7	4	-1	6	-4	0	-1
- COc1ccccc1N1CCN(C(=O)c2ccc(Cl)c(S(=O)(=O)N3CCCC3)c2)CC1
  1.0	-10	4	-2	1	2	-8	-2	-4	5
- CCCN1CCC(NC(=O)C2CCN(C(C)=O)CC2)CC1
  -3.4	-7	3	0	-2	-3	-1	1	-2	3
- CCc1nnc(NC(=O)CSc2nc(-c3ccccc3)nc3ccccc23)s1
  4.7	0	0	-1	9	2	-1	2	4	-6
- COc1ccc(C(=O)Nc2ccccc2)cc1S(=O)(=O)NCc1ccco1
  -0.4	-4	-2	1	-2	-6	2	-15	2	-5

Laid out differently: results already given.
Molecule | PG9 binder | TDP2 inh | LEDGF integ inh | SIAE primary | ABHD4 inh | NR1D1 modulator | rCAG RNA binder | HTRA1 inh | PRMT1 FP inh | TCR-CD3 inh
CC(C)CCNC(=S)NC1CCCC1 | -0.1 | 8 | 0 | -1 | -2 | -3 | -1 | 6 | -1 | 3
COc1ccc(-c2cc3nc(C)c(C)c(N4CCN(C(=O)c5ccoc5)CC4)n3n2)cc1 | -0.1 | -1 | -6 | -5 | 9 | 2 | 6 | -9 | 1 | 2
Cc1nccn1CCCN1C(=O)OC2(CCCCC2)C1(C)O (stereo not given) | -1.0 | -1 | -1 | 1 | -1 | -6 | -2 | -1 | 1 | 3
Cc1ccccc1Cn1c2ccccc2c2cn[nH]c(=O)c21 | 1.5 | -9 | 3 | -12 | -1 | 6 | 8 | -13 | -3 | 8
O=C(Nc1ccccc1OC(F)F)c1ccc(Br)o1 | 1.1 | -1 | 1 | -6 | -2 | 4 | -3 | -3 | -1 | 2
CNc1nc(SC)nc(N(C#N)CC(=O)OC)n1 | -1.7 | -4 | -1 | 2 | 2 | -1 | 0 | -3 | 0 | 6
CSc1ncc2c(n1)-c1cc(C)ccc1SC2 | -1.7 | -1 | 1 | 0 | -9 | 15 | 3 | -13 | -1 | 4
O=C(COc1ccc(Br)cc1Cl)NC(=S)N1CCc2ccccc21 | -2.1 | -6 | 5 | 9 | -1 | 1 | 5 | -3 | 0 | 1
CCSc1ccccc1C(=O)NCCCn1ccnc1 | 1.9 | 5 | -3 | -2 | -1 | 1 | 1 | 10 | 5 | 1
O=C(Nc1ccc(Cl)cc1)c1cc(S(=O)(=O)N2CCCCC2)ccc1N1CCOCC1 | -1.1 | 10 | -1 | -7 | 4 | -1 | 6 | -4 | 0 | -1
COc1ccccc1N1CCN(C(=O)c2ccc(Cl)c(S(=O)(=O)N3CCCC3)c2)CC1 | 1.0 | -10 | 4 | -2 | 1 | 2 | -8 | -2 | -4 | 5
CCCN1CCC(NC(=O)C2CCN(C(C)=O)CC2)CC1 | -3.4 | -7 | 3 | 0 | -2 | -3 | -1 | 1 | -2 | 3
CCc1nnc(NC(=O)CSc2nc(-c3ccccc3)nc3ccccc23)s1 | 4.7 | 0 | 0 | -1 | 9 | 2 | -1 | 2 | 4 | -6
COc1ccc(C(=O)Nc2ccccc2)cc1S(=O)(=O)NCc1ccco1 | -0.4 | -4 | -2 | 1 | -2 | -6 | 2 | -15 | 2 | -5

Only part of the results is shown (hit frequency here may not be typical).
